TRb SRC2 PPI: qHTS for Inhibitors of the Interaction of Thyroid Hormone Receptor and Steroid Receptor Coregulator 2; TRbeta-SRC2 peptide binding, fluorescence polarization; receptor liganded with 1 µM T3; Thyroid hormone receptor beta (Homo sapiens), P10828; AID 1469, 2008; Potency, µM (titrated, usually from 106 µM), inactives show at the highest dose activity change, negative = inhibition, most hits filed as inhibitors; 0.065% of 280,000 active; active = well fitted inhibition curve with a large enough effect; inconclusive = small, poorly fitted or top-dose-only effect, or effect the other way;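 note: plate controls were bound peptide for no effect and peptide without receptor for full effect; nearly all actives have a fitted effect of over 50% in size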
Target sequence (P10828 whole entry, looked up): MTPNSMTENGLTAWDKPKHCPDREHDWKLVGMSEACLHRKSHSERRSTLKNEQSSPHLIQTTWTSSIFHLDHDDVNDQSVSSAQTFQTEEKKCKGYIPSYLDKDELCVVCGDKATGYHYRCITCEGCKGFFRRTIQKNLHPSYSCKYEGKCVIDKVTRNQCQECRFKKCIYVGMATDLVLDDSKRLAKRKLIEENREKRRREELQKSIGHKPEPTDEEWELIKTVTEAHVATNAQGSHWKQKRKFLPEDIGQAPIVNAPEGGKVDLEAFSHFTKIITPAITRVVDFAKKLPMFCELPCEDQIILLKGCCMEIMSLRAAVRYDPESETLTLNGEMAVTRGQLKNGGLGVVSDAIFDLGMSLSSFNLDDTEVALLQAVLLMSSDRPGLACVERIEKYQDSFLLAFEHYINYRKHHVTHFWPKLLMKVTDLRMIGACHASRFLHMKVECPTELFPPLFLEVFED
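Human TRb LBD (0.6 uM) plus Texas Red-labeled SRC2 peptide (20 nM), 1uM T3, 5% DMSO, 5 hr at ambient temperature. Decreased polarization (555/632 nm) flags inhibition; data normalized to free and bound peptide controls.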
TR SRC2 fluor cs: Total Fluorescence Counterscreen for Inhibitors of the Interaction of Thyroid Hormone Receptor and Steroid Receptor Coregulator 2 | 0.29% of 280,000 active | TRb/SRC2 Texas Red total fluorescence interference | Potency, µM (titrated, usually from 106 µM), without a hit: at the top dose fluorescence change, negative = quenching; active = well fitted curve in either direction with a large enough effect; inconclusive = small, poorly fitted or top-dose-only effect
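Human TRb ligand-binding domain at 0.6 uM with 20 nM Texas Red SRC2 peptide in Tris buffer containing 1 uM T3 and 5% DMSO, incubated with compound 5 h at ambient temperature. Total fluorescence (555/632 nm) calculated as parallel + 2 × perpendicular.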
* hit, by the source's call; ? = inconclusive. Unless noted, % is set by controls: 0 for no effect and ±100 for the full control effect; potency is the fitted concentration of half-maximal effect. This is a subset. The share of hits here may be higher or lower than overall.

Start of the data: the first five records, ahead of the listing:
SMILES	TRb SRC2 PPI	TR SRC2 fluor cs
CN(C)c1ccc(C(CNC(=O)c2ccc(C(C)(C)C)cc2)N2CCCC2)cc1 (centres undefined)	1%	0%
Cc1oc2ncnc(N3CCCCC3)c2c1C(=O)Nc1cccc(F)c1	-9%	3%
Cc1ccc(C)c(CSc2c(C(C)C)cnc3c2c(=O)n(C)c(=O)n3C)c1	1%	-1%
Cc1ccc(C)c(N2CCN(C(=O)c3cccc(-n4c(C)nc5cccnc54)c3)CC2)c1	-8%	-1%
O=C(NCCc1ccc(F)cc1)C(=O)NCC(c1ccc2c(c1)OCO2)N1CCOCC1 (centres undefined)	3%	-1%

Main list, previewed entries included:
SMILES	TRb SRC2 PPI	TR SRC2 fluor cs
CN(C)c1ccc(C(CNC(=O)c2ccc(C(C)(C)C)cc2)N2CCCC2)cc1 (centres undefined)	1%	0%
Cc1oc2ncnc(N3CCCCC3)c2c1C(=O)Nc1cccc(F)c1	-9%	3%
Cc1ccc(C)c(CSc2c(C(C)C)cnc3c2c(=O)n(C)c(=O)n3C)c1	1%	-1%
Cc1ccc(C)c(N2CCN(C(=O)c3cccc(-n4c(C)nc5cccnc54)c3)CC2)c1	-8%	-1%
O=C(NCCc1ccc(F)cc1)C(=O)NCC(c1ccc2c(c1)OCO2)N1CCOCC1 (centres undefined)	3%	-1%
COc1ccc(C(=O)NCc2ccc3c(c2)CCN3C(=O)c2ccc(Cl)cc2)c(OC)c1	-11%	-6%
Cc1cc(=O)n(Cc2cccc(Cl)c2)c2c1c(C)nn2C	7%	-2%
COC(=O)c1c(C)oc2ccc(N(C(=O)c3ccncc3)S(=O)(=O)c3ccc(Br)cc3)cc12	7%	-1%
COc1ccc(-n2c(=O)c3c(c4cc(OC)ccc4n3C)n(Cc3cc(C)ccc3C)c2=O)cc1	-4%	0%
CSc1cccc(-n2nnc(-c3nsc(NC(=O)c4cccs4)n3)c2C)c1	0%	-1%
O=C(CSc1nc(=O)n(Cc2ccco2)c2c1CCC2)NCc1ccc(Cl)cc1	-4%	1%
O=S(c1cc(Cl)cc(Cl)c1O)c1cc(Cl)cc(Cl)c1O	13%	-1%
CCOC(=O)c1ccc(OCC2c3cc(OC)c(OC)cc3CCN2C(=O)Cc2ccc(OC)c(OC)c2)cc1 (centres undefined)	-1%	-1%
COc1ccc(-c2nc3ccccc3o2)cc1NC(=O)COc1cc(C)cc(C)c1	12%	-3%
CCCCN(CC)CCCNC(=O)CCN1N=C(c2ccc(OC)cc2)CCC1=O	-2%	-1%
CCOC(=O)c1c(S(=O)(=O)NCC(=O)Nc2cccc(SC)c2)c(C)n(C)c1C	0%	1%
CC(=O)N1CCCc2cc(S(=O)(=O)N3CCC(C(=O)NC4CCCCC4)CC3)ccc21	0%	-30%
CCOC(=O)c1ccc(NC(=O)C2CCCN(c3ncnc4onc(-c5ccc(F)cc5)c34)C2)cc1 (centres undefined)	3%	-4%
CC(=O)c1ccc(NC(=O)c2cnn(-c3cccc(F)c3)c2-n2cccc2)cc1	1%	-2%
O=C(NCCc1csc(-c2cccc(F)c2)n1)c1ccccc1C(F)(F)F	2%	1%
COc1cccc2cc(-c3nc(Nc4cccc(C)c4)sc3C)c(=O)oc12	2%	-2%
COCCNc1ncnc2onc(-c3ccc(F)cc3)c12	-8%	-4%
O=C(CSc1nc(-c2cccs2)nc2cc(=O)[nH]n12)Nc1ccccc1	8%	-3%
COc1ccc(C)cc1NC(=O)Cn1c(=O)cc(C)c2c(C)nn(C)c21	-5%	-1%
Cc1ccc(NC(=O)c2ccc(=O)n(CC(=O)Nc3cc(C)cc(C)c3)n2)cc1	-1%	1%

Later entries:
SMILES	TRb SRC2 PPI	TR SRC2 fluor cs
CCOc1ccc(NC(=O)CSc2nc3ccsc3c(=O)n2CCC(C)C)cc1	4%	1%
CC1CN(S(=O)(=O)c2ccc3c(c2)NC(=O)CC(=O)N3)c2ccccc2O1 (centres undefined)	-2%	-3%
COc1cccc(CNS(=O)(=O)c2cnc(N)nc2)c1	0%	-4%
Cc1ccc(Cl)cc1Nc1nn2c(=O)c3ccc(C(=O)Nc4ccc(F)cc4)cc3nc2s1	-7%	-1%
COc1ccc(C(=O)CCC(=O)Nc2ccc(OC)c(Cl)c2)cc1	-5%	-5%
COc1ccc(Cl)cc1NC(=O)CSc1nc(=O)n(Cc2ccco2)c2c1CCC2	-10%	1%
COc1cn(CC(=O)Nc2ccccc2)c(CN2CCCCC2)cc1=O	3%	2%
Cc1ccc(-n2nc3c(N4CCCC(C(=O)NCc5ccccc5C)C4)nnc(C)c3c2C)cc1 (centres undefined)	-4%	0%
Cc1nc2cccnc2n1C1CCN(S(C)(=O)=O)CC1	9%	1%
CCOc1ccc(C(=O)NCCc2sc(-c3ccc(C)cc3)nc2C)cc1	-2%	0%
CCCCNC(=O)CN1C(=O)c2cccnc2Sc2ccccc21	-4%	2%
CCc1ccccc1NS(=O)(=O)c1ccc2[nH]cc(C(=O)N(CC)Cc3ccccc3)c(=O)c2c1	-1%	1%
COc1ccc(N2C(=O)CSC23C(=O)N(CC(=O)Nc2ccccc2F)c2ccccc23)cc1 (centres undefined)	-15%	?
CCOc1ccc(OCC(=O)NCCS(=O)(=O)N2CCN(c3ccccc3F)CC2)cc1	1%	-4%
COc1ccc(-c2cn3nc(SCC(=O)Nc4cc(C)cc(C)c4)ccc3n2)cc1	0%	-1%
CCCCCNC(=O)c1c[nH]c2ccc(S(=O)(=O)N3CCC(C)CC3)cc2c1=O	5%	0%
Cc1nn(C(=O)c2cccc(F)c2)c(C)c1S(=O)(=O)N1CCOCC1	1%	-1%
Cc1nn(S(=O)(=O)c2ccc(F)cc2)c(C)c1S(=O)(=O)N1CCCCCC1	2%	-6%
O=C(NCCc1ccc(Cl)cc1)C(=O)NCC(c1ccc2c(c1)OCO2)N1CCOCC1 (centres undefined)	0%	5%
CC1=C(C(=O)NCc2ccc(C)cc2)C2(CCCCC2)OC1=O	3%	-3%
Cc1nn2c(=O)cc(COC(=O)c3ccccc3NC(=O)C3CCCCC3)nc2s1	-6%	-1%
CCOC(=O)C1CCN(C(=O)c2c(C)nn(-c3ccc(F)cc3)c2-n2cccc2)CC1	3%	-2%
COc1cc(Cl)c(C)cc1NC(=O)c1c(C)oc2nc(C)nc(N3CCCC3)c12	-4%	2%
O=C(Cn1ccc2cc(S(=O)(=O)N3CCCCC3)ccc21)NCc1cccc(Cl)c1	10%	-3%
CCC1CCCCN1S(=O)(=O)c1ccc(N2CCCCS2(=O)=O)cc1 (centres undefined)	-3%	-2%

Reprinted at random: four compounds from above, in no set order.
SMILES	TRb SRC2 PPI	TR SRC2 fluor cs
COc1ccc(C(=O)CCC(=O)Nc2ccc(OC)c(Cl)c2)cc1	-5%	-5%
O=C(NCCc1ccc(Cl)cc1)C(=O)NCC(c1ccc2c(c1)OCO2)N1CCOCC1 (centres undefined)	0%	5%
CCOC(=O)C1CCN(C(=O)c2c(C)nn(-c3ccc(F)cc3)c2-n2cccc2)CC1	3%	-2%
COc1cc(Cl)c(C)cc1NC(=O)c1c(C)oc2nc(C)nc(N3CCCC3)c12	-4%	2%

Later entries
SMILES	TRb SRC2 PPI	TR SRC2 fluor cs
CCOc1ccc2nc(N3CCN(C(=O)C(C)C)CC3)sc2c1	-3%	-3%
O=C(NCC(c1cccs1)S(=O)(=O)c1cccs1)c1ccc(C(F)(F)F)cc1 (centres undefined)	-8%	-1%
Fc1ccc(-c2noc3ncnc(NC4CCCCC4)c23)cc1	1%	-21%
COc1cccc(C(=O)Nc2cccc(C(=O)OCc3cc(=O)n4nc(C(C)C)sc4n3)c2)c1	3%	-1%
CC(=O)c1ccc(NC(=O)c2ccc(-c3nc(CSc4ccccc4)c(C)o3)cc2)cc1	-3%	-1%
CC(=O)Nc1cc(C(=O)NCc2ccc(C)cc2)ccc1S(=O)(=O)c1ccc(Cl)cc1	-7%	-1%
CN(C)c1ncc(C(=O)NCc2ccc(Cl)cc2)cn1	-7%	0%
Cc1ccc2nc(CN3CCN(S(=O)(=O)c4ccccc4)CC3)oc2c1	-2%	-1%
CCOC(=O)c1cc(-c2ccc(F)cc2)n(CCC(=O)NC2CCC(C)CC2)c1C (centres undefined)	-2%	-5%
COc1ccccc1CNC(=O)Cn1c(=O)ccc2cc(S(=O)(=O)N3CCCC3)ccc21	-4%	-2%
Cc1ccc2nc(COc3ccccc3NC(=O)c3ccccc3F)cc(=O)n2c1	2%	0%
COc1ccccc1CCNC(=O)Cn1ccc2cc(S(=O)(=O)N3CCCCC3)ccc21	-3%	-1%
Cn1c(SCc2ccccc2Cl)nc2c([nH]c3ccccc32)c1=O	1%	-6%
CC(=O)N1c2ccccc2C(=O)C1N1CCN(c2ccccc2F)CC1 (centres undefined)	5%	0%
Cn1ncc2c(N3CCN(c4ccccc4Cl)CC3)ncnc21	2%	-6%
O=C(Nc1ccccc1C(F)(F)F)c1cc2ccccn2n1	8%	0%
COc1ccc(C)cc1NC(=O)Cn1c(=O)nc(-c2ccccc2F)c2cc(Cl)ccc21	4%	-1%
CCc1ccccc1Nc1nn2c(=O)c3ccc(C(=O)NC4CCCCC4)cc3nc2s1	1%	-2%
COc1ccc(OC)c(Nc2ncnc3c2cnn3-c2cccc(Cl)c2)c1	-2%	0%
NS(=O)(=O)c1ccc(NC(=O)CCC(=O)O)cc1	2%	-1%
COc1ccc(-c2cc(C)no2)cc1S(=O)(=O)NC1CCC(C)CC1 (centres undefined)	-2%	-2%
Cc1ccc(NC(=O)c2cc(S(=O)(=O)N3CCC4(CC3)OCCO4)ccc2F)cc1Cl	1%	-1%
Cc1ccc(C)c(NC(=O)c2cnn(-c3cccc(F)c3)c2C2CCN(C(=O)OC(C)(C)C)CC2)c1	12%	-4%
COc1ccccc1N1CCN(C(=O)C2CCN(S(=O)(=O)c3cn(C)cn3)CC2)CC1	1%	-1%
CCOC(=O)c1cc(-c2ccccc2)n(-c2cccc(C(=O)Nc3cccc(SC)c3)c2)c1C	-8%	-5%

Already shown: entries from further up.
SMILES	TRb SRC2 PPI	TR SRC2 fluor cs
Cc1ccc2nc(CN3CCN(S(=O)(=O)c4ccccc4)CC3)oc2c1	-2%	-1%
CCOC(=O)c1cc(-c2ccc(F)cc2)n(CCC(=O)NC2CCC(C)CC2)c1C (centres undefined)	-2%	-5%
COc1ccccc1CNC(=O)Cn1c(=O)ccc2cc(S(=O)(=O)N3CCCC3)ccc21	-4%	-2%
Cc1ccc2nc(COc3ccccc3NC(=O)c3ccccc3F)cc(=O)n2c1	2%	0%

(next part)
SMILES	TRb SRC2 PPI	TR SRC2 fluor cs
CCCN1C(=O)C(O)(CC(=O)c2ccc(CC)cc2)c2ccccc21 (centres undefined)	4%	0%
O=C(CSc1nc(-c2ccco2)nc2cc(=O)[nH]n12)Nc1ccccc1F	1%	-1%
CCOC(=O)Cn1c(=O)n(-c2cccc(Cl)c2)c2nc(-c3ccccc3Cl)nc(C(N)=O)c21	4%	-9%
CCOc1ccc(-c2nnc(SCC(=O)NCCC(C)C)nc2-c2ccc(OCC)c(OC)c2)cc1OC	-3%	-28%
CCN1CCN(c2ncnc3c2cnn3-c2ccc(C)c(Cl)c2)CC1	5%	-5%
CCS(=O)(=O)NCCc1sc2nc(-c3ccc(OC)cc3)nn2c1C	0%	1%
COc1ccc(-n2c(SCC(=O)NCc3ccccc3)nc3ccsc3c2=O)cc1	2%	-17%
O=C(NCCc1ccccc1)c1ccc2c(c1)nc1n2CCOC1	-1%	-1%
CCCCc1nn2c(=O)cc(CN(CC)c3ccccc3)nc2s1	15%	-2%
Cc1ccc2[nH]c(CSc3nnc(NC(=O)COc4ccccc4C)s3)cc(=O)c2c1	-1%	-4%
COc1cc(C(=O)NCC(c2ccc3c(c2)OCO3)N2CCN(C)CC2)cc(OC)c1OC (centres undefined)	11%	2%
CCOC(=O)c1c(C)[nH]c(CCC(=O)Nc2ccccc2OCC)c1C	-1%	-3%
Cc1ccc2nc(CSc3nnc(NC(=O)c4cccc(Br)c4)s3)cc(=O)n2c1	-9%	-1%
CCc1cnc2c(c1SCC(=O)Nc1cc(Cl)ccc1OC)c(=O)n(C)c(=O)n2C	-2%	-1%
Cc1onc(-c2ccccc2Cl)c1C(=O)Oc1ccccc1F	-3%	-2%
COc1cccc(CNc2nccn(-c3ccc(OC)c(OC)c3)c2=O)c1	0%	-1%
Cc1cccn2c(=O)cc(COc3cccc(NC(=O)c4cccc(Cl)c4)c3)nc12	-5%	1%
Cc1ccccc1Nc1nn2c(=O)c3ccc(C(=O)NCCc4ccc(Cl)cc4)cc3nc2s1	5%	-2%
CCOc1ccc(C2C(C(=O)Nc3ccccc3)=C(C)Nc3nc(SCc4cccc(OC)c4)nn32)cc1 (centres undefined)	-4%	0%
COc1ccc(-c2cnc(C)o2)cc1S(=O)(=O)Nc1cccc(C(F)(F)F)c1	3%	0%
CC1Cc2cc(S(=O)(=O)CCC(=O)NCc3ccccc3Cl)ccc2N1C(=O)C1CC1 (centres undefined)	9%	-1%
CCc1ccc(NC(=O)CSC2=Nc3ccccc3C3=NC(CCC(=O)NCCc4ccccc4)C(=O)N23)cc1 (centres undefined)	5%	-1%
